Assay outcomes from PubChem BioAssay.
PREPL inh = inhibitors of human prolyl oligopeptidase-like enzyme PREPL | recombinant PREPL, fluorescence polarization activity-based probe | inhibition, % at 5.96 µM | hit rate 0.68% among 320,000 | AID 2751; in the data active = inhibition above about 43%;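 note: 0% = enzyme with DMSO and 100% = wells lacking enzyme; many of its hits are not listed in these tables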
PAFAH2 FP inh = inhibitors of human PAFAH2 | inhibition, % at 3.39 µM | AID 492956 | recombinant PAFAH2, FP-rhodamine activity probe, fluorescence polarization | hit rate 0.99% among 340,000;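 active = inhibition above the mean over all tested compounds plus 3 SD, cut at about 30% in these data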;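 note: inhibitors block probe labeling of enzyme so polarization drops; 0% = enzyme with DMSO and 100% = wells lacking PAFAH2 protein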
LYPLA2 counter = counter-screen for PME1 inhibitors: inhibitors of human LYPLA2; O95372; recombinant LYPLA2, FP-Rh probe fluorescence polarization; inhibition, % at 5.9 µM; hit rate 0.38% among 320,000; AID 2177;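 active = inhibition above the screen-wide mean plus 3 SD, limit set per campaign, cut at about 26% in these data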;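 note: 0% = LYPLA2 with DMSO and 100% = wells lacking LYPLA2 enzyme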
Target sequence (O95372 whole entry, looked up): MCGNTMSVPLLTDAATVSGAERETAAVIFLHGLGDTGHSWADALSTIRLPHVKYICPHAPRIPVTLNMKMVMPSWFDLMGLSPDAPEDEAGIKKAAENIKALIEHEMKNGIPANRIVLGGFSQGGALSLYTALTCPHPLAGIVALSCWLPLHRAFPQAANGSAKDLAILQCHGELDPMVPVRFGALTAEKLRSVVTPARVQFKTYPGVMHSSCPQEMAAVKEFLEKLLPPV
PAFAH1B2 FP inh = PAFAH1B2 (human) inhibition. P68402. recombinant PAFAH1B2, FP-rhodamine activity probe, fluorescence polarization. inhibition, % at 3.39 µM. hit rate 1.2% among 340,000;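 active = inhibition above the mean of all tested compounds plus 3 SD, cut at about 24% in these data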;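 note: 0% = enzyme with DMSO and 100% = wells lacking PAFAH1B2; many of its hits are not listed in these tables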
Target sequence (P68402 whole entry, looked up): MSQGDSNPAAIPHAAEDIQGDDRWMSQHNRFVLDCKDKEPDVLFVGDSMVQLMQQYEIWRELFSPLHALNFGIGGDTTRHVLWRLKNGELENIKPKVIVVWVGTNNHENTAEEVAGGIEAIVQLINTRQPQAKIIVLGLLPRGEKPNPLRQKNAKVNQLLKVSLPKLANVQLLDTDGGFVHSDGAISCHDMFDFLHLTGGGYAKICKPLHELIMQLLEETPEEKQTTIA
ZTA DNA inh = ZTA (EBV) inhibition in EBNA-1 counter-screen | P03206 | ZTA-DNA binding, fluorescence polarization | inhibition, % at 11 µM | hit rate 0.15% among 320,000; in the data active = inhibition above about 33%
Target sequence (P03206 whole entry, looked up): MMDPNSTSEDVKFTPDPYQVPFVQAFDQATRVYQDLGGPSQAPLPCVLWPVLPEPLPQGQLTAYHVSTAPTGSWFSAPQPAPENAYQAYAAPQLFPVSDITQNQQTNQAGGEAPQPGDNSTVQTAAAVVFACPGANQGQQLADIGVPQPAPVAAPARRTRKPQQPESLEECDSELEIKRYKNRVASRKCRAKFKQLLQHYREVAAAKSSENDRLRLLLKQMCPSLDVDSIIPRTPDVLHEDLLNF
PAFAH1B3 inh = inhibitors of human PAFAH1B3. recombinant PAFAH1B3, FP-rhodamine probe, fluorescence polarization. inhibition, % at 3.39 µM. hit rate 0.28% among 340,000;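 active = inhibition above the screen-wide average of all tested compounds plus 3 SD, cut at about 25% in these data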;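 note: 0% = enzyme with DMSO only and 100% = wells lacking PAFAH1B3 protein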
Target sequence (Q15102 whole entry, looked up): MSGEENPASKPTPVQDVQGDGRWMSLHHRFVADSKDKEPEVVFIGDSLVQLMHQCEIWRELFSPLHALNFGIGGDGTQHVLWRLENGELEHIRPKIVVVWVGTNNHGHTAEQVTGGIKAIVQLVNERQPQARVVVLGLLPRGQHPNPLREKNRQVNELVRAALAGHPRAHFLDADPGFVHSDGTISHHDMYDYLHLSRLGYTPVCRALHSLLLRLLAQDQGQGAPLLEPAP
LYPLA1 counter = counter-screen for PME1 inhibitors: inhibitors of human LYPLA1; O75608; recombinant LYPLA1, FP-Rh probe fluorescence polarization; inhibition, % at 5.9 µM; hit rate 0.16% among 320,000; AID 2174;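 active = inhibition above the mean of all tested compounds plus 3 SD, set per campaign, cut at about 14% in these data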;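 note: inhibitors block serine hydrolase probe labeling of LYPLA1 so polarization falls; 0% = enzyme with DMSO and 100% = wells lacking LYPLA1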
pPAFAH FP inh = inhibitors of human plasma PAF acetylhydrolase (pPAFAH); Q13093; recombinant pPAFAH, FP-rhodamine probe fluorescence polarization; inhibition, % at 3.39 µM; hit rate 1.5% among 330,000;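 active = inhibition above the mean inhibition across the screen plus 3 SD, cut at about 25% in these data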;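 note: inhibitors block binding of the rhodamine activity-based probe so polarization drops; 0% = enzyme with DMSO and 100% = wells lacking pPAFAH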
EBNA-1 inhibitor = blocks EBNA-1 binding to DNA | EBNA-1 DNA binding, fluorescence polarization | inhibition, % at 14.8 µM | hit rate 0.34% among 300,000 | AID 1950; in the data active = inhibition above about 28%
The depositor's hits bear a star; nt = not tested or not shown. Some of the compounds tested; rates above refer to the full screens.

A first look, two compounds:
Results follow in this order: PREPL inh	PAFAH2 FP inh	LYPLA2 counter	PAFAH1B2 FP inh	ZTA DNA inh	PAFAH1B3 inh	LYPLA1 counter	pPAFAH FP inh	EBNA-1 inhibitor
(1) OCC1CCCN1C(=S)Nc1ccccc1 (configuration not stated)
 : 2	2	3	0	-18	0	0	6	-1
(2) COc1cc2c(C(F)(F)F)c(-c3ccc(C#N)cc3)oc(=O)c2cc1OC
 : 0	8	nt	7	nt	-6	nt	0	nt

The listing, from the first entry:
Results follow in this order: PREPL inh	PAFAH2 FP inh	LYPLA2 counter	PAFAH1B2 FP inh	ZTA DNA inh	PAFAH1B3 inh	LYPLA1 counter	pPAFAH FP inh	EBNA-1 inhibitor
(1) OCC1CCCN1C(=S)Nc1ccccc1 (configuration not stated)
 : 2	2	3	0	-18	0	0	6	-1
(2) COc1cc2c(C(F)(F)F)c(-c3ccc(C#N)cc3)oc(=O)c2cc1OC
 : 0	8	nt	7	nt	-6	nt	0	nt
(3) COc1ccc(NC(=O)CN2CCCC2c2cccs2)cc1S(=O)(=O)N1CCCCC1 (configuration not stated)
 : 2	2	-3	5	16	3	-1	1	nt
(4) O=C(NN=C1CCCC1)c1ccc([N+](=O)[O-])cc1
 : 7	6	-9	9	-7	2	-3	-3	-15
(5) Cc1cc(NC(=O)CSc2ccc3ccccc3c2)no1
 : 14	1	-2	-14	-4	12	-1	21	-10
(6) COC(=O)c1ccc(NC(=O)COc2ccc3c(c2)OCO3)cc1
 : -4	-2	2	0	-13	2	3	5	-3
(7) CCOC(=O)C(C#N)C(c1cccnc1)c1c(C)[nH][nH]c1=O (configuration not stated)
 : -7	4	-8	5	-3	3	-4	4	2
(8) Cc1ccc(/C=N/n2c(-c3cccnc3)n[nH]c2=S)s1
 : 2	-6	3	0	5	-4	-1	3	6
(9) O=C(NC12CC3CC(CC(C3)C1)C2)c1ccccc1O
 : -10	-7	1	20	3	8	-1	-2	-2
(10) O=C(COc1ccccc1)N1CCN(c2ncccn2)CC1
 : 10	1	0	1	-4	5	3	1	-3
(11) CC(C)CCOP(=O)(c1ccc(N(C)C)cc1)C(O)c1c(Cl)cccc1Cl (configuration not stated)
 : 7	1	2	3	-7	5	1	2	1
(12) COc1cc(OC)cc(C(=O)OCn2nnc3ccccc3c2=O)c1
 : -11	4	-1	2	12	-1	-2	-2	0
(13) Cc1ccc(C(C)NC(=O)C2CCCC2)cc1C (configuration not stated)
 : -1	0	-1	-4	-4	12	4	3	2
(14) Cc1c(C2C(C#N)=C(N)OC3=C2C(=O)CCC3)cnn1C (configuration not stated)
 : 9	2	-4	2	-1	2	-4	-5	6
(15) COc1ccc(N2C(=O)CSC2c2cccs2)cc1 (configuration not stated)
 : 12	5	2	10	-7	4	0	1	7

Results follow in this order: PREPL inh	PAFAH2 FP inh	LYPLA2 counter	PAFAH1B2 FP inh	ZTA DNA inh	PAFAH1B3 inh	LYPLA1 counter	pPAFAH FP inh	EBNA-1 inhibitor
(16) O=C(O)CCN1C(=O)C2C3CC(C2C1=O)C1C(c2ccccc2)c2sc(=O)[nH]c2SC31 (configuration not stated)
 : 11	10	3	84*	-12	8	3	1	2
(17) CC(C)(C)C(=O)Nc1cc(NC(=O)C(C)(C)C)cc(C(=O)Nc2c[nH]c(=O)[nH]c2=O)c1
 : -2	nt	-9	nt	16	nt	-5	-2	4
(18) COC(=O)c1ccc(C[n+]2ccccc2)cc1
 : 2	-1	-2	-3	-4	0	1	-2	-5
(19) COc1cc(/C=C/C(=O)N2CCN(Cc3ccccc3)CC2)cc(OC)c1OC
 : 6	-1	3	-1	-4	8	-6	-10	-8
(20) CCOCCCNC(=O)c1cc(-c2ccc(Br)s2)nc2ccccc12
 : -8	-4	-5	6	6	2	-3	-3	-4
(21) CC(=O)Nc1ccc(N2C(=O)CC(Sc3nccc(C)n3)C2=O)cc1 (configuration not stated)
 : -5	-10	0	-2	6	2	-3	4	5
(22) CCOC(=O)CN(C(=O)CSc1nnc2c(n1)[nH]c1ccc(OC)cc12)c1ccc(F)cc1
 : 16	2	-3	2	0	13	-10	-9	-13
(23) Cc1ccccc1CSc1nnc(NC(=O)C2COc3ccccc3O2)s1 (configuration not stated)
 : 1	6	6	5	-12	1	2	2	-7
(24) COc1ccc(CCN(C)C(=O)CN2C(=O)NC3(CCCCC3C)C2=O)cc1OC (configuration not stated)
 : 2	-1	-7	6	-15	4	-3	-1	3
(25) CC1(C)COC(c2cccc(C3=NC(C)(C)CO3)n2)=N1
 : -3	-11	0	3	-6	8	4	-4	-5
(26) O=S(=O)(c1cccc(F)c1)N1CCN(Cc2cc3c(cc2Br)OCCO3)CC1
 : 15	0	6	3	-27	7	0	0	nt
(27) O=S(=O)(Nc1ccc2c(c1)nc1n2CCN(Cc2ccccc2)C1)c1ccc(F)cc1
 : 4	-3	-4	6	6	3	-5	35*	-4
(28) COc1ccc(CN2CCSCC2)cc1C
 : 16	3	4	-3	1	8	0	-2	1
(29) O=C(CN1C(=O)NC2(CCCC2)C1=O)Nc1nc(-c2ccc(F)cc2)cs1
 : -6	4	1	6	7	12	-4	15	-6
(30) CCOC(=O)c1ccc(Oc2cn[nH]c2-c2ccc(OCC(=O)NN)cc2O)cc1
 : 35	-2	-12	2	9	7	-18	-1	6

Results follow in this order: PREPL inh	PAFAH2 FP inh	LYPLA2 counter	PAFAH1B2 FP inh	ZTA DNA inh	PAFAH1B3 inh	LYPLA1 counter	pPAFAH FP inh	EBNA-1 inhibitor
(31) COCCCNC(=O)Cn1cc(C(C)=O)c2ccccc21
 : -1	-5	7	2	-5	-6	1	0	6
(32) O=C(CSc1ccc2nnc(-c3ccccn3)n2n1)NCC1CCCO1 (configuration not stated)
 : 13	-4	0	7	-1	-4	-3	4	8
(33) COc1ccc(NC(=O)NC(C(F)(F)F)C(F)(F)F)cc1
 : 0	-1	-3	-3	3	-1	-3	2	-9
(34) O=C(NCCN1CCOCC1)c1ccc2c(c1)N(Cc1ccc(Cl)cc1)C(=O)CS2
 : -18	-5	3	3	4	8	1	11	5
(35) COc1ccc(-c2c(C(F)(F)F)oc3cc(OCC(=O)Nc4ccccc4C(F)(F)F)ccc3c2=O)cc1OC
 : 4	-1	-2	2	-22	-3	-4	0	4
(36) CCN(CCCNS(=O)(=O)c1ccc2c(c1)CCN2C(C)=O)c1cccc(C)c1
 : 5	-4	2	6	6	8	0	2	1
(37) COc1ccc(-c2noc3c2-c2nc(-c4ccccc4F)sc2CC3)cc1
 : 7	-5	-8	5	-13	6	-3	8	-2
(38) COc1ccc(C2c3c(oc4ccccc4c3=O)C(=O)N2Cc2ccncc2)cc1OC (configuration not stated)
 : 2	nt	-1	nt	-15	nt	0	1	-2
(39) CCS(=O)(=O)c1nc(S(=O)(=O)c2ccc(C)cc2)c(NCCCN2CCOCC2)s1
 : 2	-5	6	10	-4	10	-3	2	-4
(40) COc1ccc(C(=O)Nc2ccccc2C(=O)N(Cc2ccco2)C(C(N)=O)C(C)C)cc1 (configuration not stated)
 : -9	-3	-4	1	9	4	-2	2	-1
(41) Cc1ccc(OCc2ccccc2C)c([N+](=O)[O-])n1
 : 16	-13	-3	-2	-18	-7	-2	0	-8
(42) CCC(C(=O)Nc1ccc2c(c1)OCCO2)n1c(=O)[nH]c2ccccc2c1=O (configuration not stated)
 : 7	-3	3	-2	-9	11	8	-5	-9
(43) Nc1ccc(Sc2ccccc2CC(=O)O)cc1
 : -8	nt	-2	nt	-8	nt	-2	-3	7
(44) CC(=O)N(c1cccc(C(F)(F)F)c1)c1nc(/C=C/C(=O)O)cs1
 : 22	4	2	9	-10	9	-5	3	1
(45) CCO[C@@H]1OC(C(=O)Nc2ccccc2)=C[C@H](c2ccc3c(c2)OCO3)[C@H]1CCCO
 : 9	0	-6	7	-3	12	-2	7	14

Results follow in this order: PREPL inh	PAFAH2 FP inh	LYPLA2 counter	PAFAH1B2 FP inh	ZTA DNA inh	PAFAH1B3 inh	LYPLA1 counter	pPAFAH FP inh	EBNA-1 inhibitor
(46) O=C(CSc1nnc(-c2ccccc2)n1-c1ccccc1)c1ccc[nH]1
 : 3	-2	4	13	-5	4	-4	8	17
(47) Cc1oc2ccc(OC(=O)N3CCOCC3)cc2c1C(=O)OC(C)C
 : 15	11	2	5	7	3	0	13	-6
(48) COc1ccc(Cl)cc1N1C(=O)CC(N2CCN(S(=O)(=O)c3ccccc3F)CC2)C1=O (configuration not stated)
 : 5	7	nt	0	nt	16	nt	0	nt
(49) CN(C)S(=O)(=O)c1cc(NC(=O)COC(=O)Cc2ccc(Br)cc2)ccc1Cl
 : 21	10	-13	3	8	-3	-12	18	5
(50) CCOC(=O)C(N)CSC1CC(=O)N(c2ccc(OC)cc2)C1=O (configuration not stated)
 : 6	-5	2	2	21	1	0	0	8
(51) CCn1cnc2c1c(=O)n(CC(=O)N1CCc3ccccc31)c(=O)n2Cc1ccccc1
 : -2	-2	-4	-1	6	5	-2	3	6
(52) COc1ccc(N(CC(=O)NCc2ccc3c(c2)OCO3)S(=O)(=O)c2c(C)nn(C)c2C)cc1
 : 2	-24	4	2	12	1	3	6	10
(53) Cc1cc(C)n2nc(C(=O)Nc3ccc(S(=O)(=O)N(C)C)cc3)nc2n1
 : -11	-4	4	0	17	5	-1	7	4
(54) CCN(CC(=O)Nc1cc(OC)ccc1OC)Cc1nc2ccccc2c(=O)[nH]1
 : -9	-3	1	3	14	6	-1	11	9
(55) CCOC(=O)CC[C@H](NC(=O)Cn1cnc2c(NCc3ccccc3)ncnc21)C(=O)OCC
 : nt	-6	nt	2	nt	8	nt	-1	nt
(56) Cc1nn(CCO)c2ncc(C(=O)c3cc(F)ccc3O)cc12
 : 16	-4	4	-6	1	5	2	0	2
(57) CC1(C)CC(=O)C2=C(C1)NC(=O)CC2c1cc2c(cc1Br)OCO2 (configuration not stated)
 : 12	-2	8	3	0	0	2	4	6
(58) Cc1ccc(NC(=O)c2ccc(F)cc2)cc1S(=O)(=O)N1CCCCCC1
 : 17	-8	-21	-3	-4	-4	-12	-4	-5
(59) Cc1cccc(C)c1NC(=O)CN(C)C(=O)c1ccc(NS(=O)(=O)c2ccc3[nH]c(=O)[nH]c3c2)cc1
 : 12	2	1	4	-5	11	1	3	9
(60) Cc1c(O)ccc(-c2[nH]ncc2-c2nc3ccccc3s2)c1O
 : -23	2	-5	-1	3	9	-1	3	0
(61) O=C(O)CCn1cc(/C=C\C(=O)c2ccc(Cl)cc2)c(-c2cccc(Br)c2)n1
 : 6	6	-6	46*	28	6	-12	2	-4
(62) COc1cc(CNc2ncc(-c3ccc(Br)cc3)n2C)cc(OC)c1OC
 : 41	-10	2	3	-2	7	2	7	-5
(63) COC(=O)c1cccc(-n2c(CCC(=O)O)ccc2-c2cccs2)c1
 : 19	11	-5	4	-4	10	-3	7	-3
